K1F lysis inhibition: inhibition of K1F phage lysis, E. coli UTI89, bacterial capsule biogenesis inhibitors, alamar blue (AID 488966). E. coli UTI89 K1F phage lysis, alamar blue, 2 h; higher % means a stronger effect. 0.02% of 340,000 active. inhibition, % at 100 µM; hits with a dose series show IC50 in µM;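 active = phage lysis inhibition, versus mean bacterial control, above a set limit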;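 also: capsule biogenesis inhibitors block K1F phage lysis so surviving cells raise fluorescence; higher fluorescence means more inhibition of phage lysis; actives were called in the ten point dose series up to 300 µM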
NTR1 agonist: agonists of NTR1, primary screen, imaging, U2OS cells, beta-arrestin-GFP, high content (AID 493036); activation, % at 20 µM; 0.17% of 330,000 active; NTR1-U2OS beta-arrestin-GFP spot imaging, agonist mode;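 active = activation at or above 40% of the spot to cytoplasm intensity ratio, with at least 20 cells analyzed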;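 also: 0% = DMSO without peptide and 100% = 100 nM NTR1 peptide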
Target sequence (P30989 whole entry, looked up): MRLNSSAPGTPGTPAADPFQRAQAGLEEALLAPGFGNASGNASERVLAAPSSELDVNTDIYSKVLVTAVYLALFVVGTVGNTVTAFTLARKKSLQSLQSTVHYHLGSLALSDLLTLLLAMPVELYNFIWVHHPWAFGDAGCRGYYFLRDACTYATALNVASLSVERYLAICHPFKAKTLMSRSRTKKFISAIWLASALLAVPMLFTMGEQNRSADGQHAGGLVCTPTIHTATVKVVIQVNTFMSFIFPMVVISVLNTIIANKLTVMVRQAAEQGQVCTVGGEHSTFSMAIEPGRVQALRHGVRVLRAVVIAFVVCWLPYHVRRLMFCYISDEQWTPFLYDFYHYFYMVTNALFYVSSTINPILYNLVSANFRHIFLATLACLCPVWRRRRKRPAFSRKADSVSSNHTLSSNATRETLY
MgcRacGAP inhibition: MgcRacGAP GTPase-activating activity inhibitors, confirmation, biochemical, ADP Hunter fluorescence. MgcRacGAP-stimulated Rac1 GTP hydrolysis, ADP Hunter fluorescence; higher % means a stronger effect; GST-tagged Rac1 F28L mutant substrate. inhibition, % at 30 µM; hits with a dose series show IC50 in µM. 0.6% of 340,000 active. Rac GTPase-activating protein 1 (Homo sapiens);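 active = first-screen hits whose inhibition reached a set limit at any dose in the follow-up dose series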;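 also: fluorescence reports GDP produced by GAP-driven GTP hydrolysis; strong numbers were not always called active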
NTR1 agonist cell count 20 µM: recorded beside NTR1 agonist, whose call it bears; cell count; measured here: cell count, cytotoxicity flag
An asterisk follows results filed as active; [ ] = remark or other dose.

canonical_smiles,K1F lysis inhibition,NTR1 agonist,NTR1 agonist cell count 20 µM,MgcRacGAP inhibition
CCCN(C(=O)COC(=O)CCOc1ccc(C)cc1)c1c(N)n(Cc2ccccc2)c(=O)[nH]c1=O,1.8%[50 µM],-0.1,69,14%
CN(C)C(=O)CCc1ccc2c3c([nH]c2c1)[C@]1(CCC2CCCC2)[C@@H](C(=O)N2CCOCC2)C[C@H](CC(=O)NCCN2CCOCC2)C(=O)N1CC3,0.1%,-2.0,61,7%
COc1cc(C(=O)OCC(=O)c2ccccc2)cc2c1OCCO2,0.8%[50 µM],2.8,90,4%
CC1CCCC(C)N1C(=O)/C=C/c1ccc(S(=O)(=O)N2CCOCC2)cc1 (stereo not given),0.4%[50 µM],2.9,48,4%
CC(=O)Nc1ccc(C(=O)Nc2cccc(S(=O)(=O)NC3=NCCC3)c2)cc1,0.7%[50 µM],-0.8,68,-1%
COc1ccc(S(=O)(=O)N2CCN(C(=O)/C=C/c3ccco3)CC2)cc1,0.4%[50 µM],-0.7,63,11%
CCn1c(=O)c(C(=O)CN(C)CC(=O)Nc2cccc(F)c2)c(N)n(Cc2ccccc2)c1=O,0.1%[50 µM],-0.2,52,5%
CN(C)C(=O)CCc1ccc2c3c([nH]c2c1)[C@]1(C)[C@@H](C(=O)N2CCOCC2)C[C@H](CC(=O)NCCN2CCOCC2)C(=O)N1CC3,-0.4%,2.3,67,8%
C#CCOCCOCCOCCNc1nc(N2CCN(C(=O)CCCCCCCCCCNC(=O)Cn3cc(C[C@@H](C)O)nn3)CC2)nc(N2CCN(C(=O)CCCCCCCCCCNC(=O)[C@@H]([C@H](C)CC)n3cc(CCCCCN)nn3)CC2)n1,-2.9%,20,34,2%
O=C(NCC1CCCO1)c1cccc(S(=O)(=O)Nc2ccc(SC(F)F)cc2)c1 (stereo not given),0.9%[50 µM],1.6,66,3%
COc1cc(CC(=O)OCC(=O)NCc2cccs2)cc(OC)c1OC,0.8%[50 µM],0.7,58,3%
COc1ccc([C@H]2CC(=O)C=C(c3ccc(OC)c(F)c3)C2)cc1,2.8%,3.0,67,7%
COc1ccccc1CCNC(=O)c1cc(C2CC2)nc2c1cnn2C(C)C,0.3%[50 µM],3.4,67,5%
O=C(O)c1cc(S(=O)(=O)N2CCOCC2)c[nH]1,-0.3%,-1.2,65,-2%
CCCn1c(N)c(C(=O)CN(C)CC(=O)Nc2cccc(F)c2)c(=O)[nH]c1=O,1.1%[50 µM],3.6,84,0%
C#CC(CC)(CC)NC(=O)c1cc(S(=O)(=O)N2CCCCC2)ccc1N1CCOCC1,0.8%[50 µM],-0.6,74,1%
O=C(COC(=O)C1CC2CCCC(C1)C2=O)NC(=O)c1ccccc1 (stereo not given),0.5%[50 µM],1.4,60,3%
C=CCn1c(SCC(=O)N(C(C)CC)C2CCS(=O)(=O)C2)nc2ccccc2c1=O (stereo not given),0.4%[50 µM],-1.6,50,6%
COc1ccc(S(=O)(=O)N2CCN(C(=O)CCNC(=O)c3ccccc3Cl)CC2)cc1,0.5%[50 µM],-2.2,56,6%
COc1ccc(CC(=O)Nc2cc(S(=O)(=O)N3CCCCC3)ccc2C)cc1,0.2%[50 µM],-1.3,56,2%
CCOC(=O)C1=C(COC(=O)COc2ccc(OCC)cc2)NC(=O)NC1C (stereo not given),1.4%[50 µM],-1.4,57,5%
CCN1CCN(S(=O)(=O)c2ccc(Cl)c(C(=O)NC3CCC(C)CC3)c2)CC1 (stereo not given),5.8%,0.2,65,2%
CS(=O)(=O)c1ccc(C(=O)NNC(=O)c2cccs2)cc1,1.2%[50 µM],-2.2,61,1%
CCc1cccc2c(C(=O)COC(=O)c3nccnc3N)c[nH]c12,-1.2%,-0.7,48,9%
CC(Sc1nnc(-c2ccccc2F)n1C1CC1)C(=O)NCc1ccco1 (stereo not given),0.3%[50 µM],-0.8,68,3%

A different layout for some results above.
COc1cc(CC(=O)OCC(=O)NCc2cccs2)cc(OC)c1OC
- K1F lysis inhibition: 0.8%[50 µM]
- NTR1 agonist: 0.7
- NTR1 agonist cell count 20 µM: 58
- MgcRacGAP inhibition: 3%
COc1ccc([C@H]2CC(=O)C=C(c3ccc(OC)c(F)c3)C2)cc1
- K1F lysis inhibition: 2.8%
- NTR1 agonist: 3.0
- NTR1 agonist cell count 20 µM: 67
- MgcRacGAP inhibition: 7%

Quoted from the listing:
In K1F lysis inhibition, O=C(NCC1CCCO1)c1cccc(S(=O)(=O)Nc2ccc(SC(F)F)cc2)c1 (stereo not given) is listed with 0.9%[50 µM]
In NTR1 agonist, COc1cc(CC(=O)OCC(=O)NCc2cccs2)cc(OC)c1OC is listed with 0.7

Next section.
canonical_smiles,K1F lysis inhibition,NTR1 agonist,NTR1 agonist cell count 20 µM,MgcRacGAP inhibition
CCCN=C1N(CC)C[C@@H]2[C@@H]3C(=O)N(Cc4ccccc4)C(=O)[C@@H]3[C@](Cc3ccccc3)(C(=O)OC)N12,0.2%,0.0,48,6%
CCCNC(=O)C1(CC2CC(c3ccccc3)=NO2)CCN(C(=O)C2(C)CC2)CC1 (stereo not given),1.0%,11,88,1%
COc1cc2oc3cc(C#Cc4ccc(N)cc4)ccc3c(=O)c2cc1OC,-0.1%,3.3,102,4%
O=C(COC(=O)COc1cccc(C(F)(F)F)c1)NC1CCS(=O)(=O)C1 (stereo not given),1.6%[50 µM],0.0,60,1%
CCOc1ccccc1N1CC(C(=O)NNC(=O)c2cc(OC)c(OC)c(OC)c2)CC1=O (stereo not given),-0.1%[50 µM],-1.7,52,2%
Cc1nc(-c2ccc(F)cc2)c(CC(=O)Nc2cccc(S(=O)(=O)N3CCOCC3)c2)s1,0.1%[50 µM],1.9,54,9%
O=C(CN1C(=O)c2cccc3cccc1c23)Nc1ccccc1C(=O)NCc1ccco1,-2.1%,3.0,53,6%
CC(C)=CCC/C(C)=C/CNC(=O)C[C@H]1C[C@H](C(=O)N2CCOCC2)[C@@]2(CCC3CCCC3)c3[nH]c4cc(-c5ccco5)ccc4c3CCN2C1=O,0.0%,6.7,54,10%
O=C(Cn1nc(-c2ccccc2)oc1=O)OCC(=O)c1ccc(F)c(F)c1,0.6%[50 µM],1.7,55,2%
CS(=O)(=O)c1ccc2nc(NC(=O)CCNC(=O)c3ccccc3Cl)sc2c1,-0.6%,1.9,71,5%
COc1ccc(N(C)S(=O)(=O)c2cccc(C(=O)N3CCN(c4ccccc4)CC3)c2)cc1,0.0%[50 µM],1.7,58,3%
CCCCc1nnc(NC(=O)Cc2ccc(OC)c(S(=O)(=O)N3CCOCC3)c2)s1,1.1%[50 µM],0.6,51,6%
CCN1C(=O)[C@H]2[C@@H](c3ccc(-c4cccc(Cl)c4)c(OC)c3)N3CCCC[C@@]3(C(=O)OC)[C@H]2C1=O,-0.4%,6.1,43,2%
COc1ccc(CN([C@H](C)CO)S(=O)(=O)N(Cc2ccccc2)[C@H](CO)C(C)C)cc1,1.4%,0.7,58,4%
Cc1cc(S(=O)(=O)Nc2ccc(C(=O)NCC3(N4CCCCC4)CCCCC3)cc2)ccc1F,0.4%[50 µM],1.2,62,2%
CCOC(=O)C[C@H]1c2ccc(C(F)(F)F)cc2S(=O)(=O)N1C1CCCC1,0.4%,-2.0,100,-7%
COc1ccc(OC)c(S(=O)(=O)N2CCC(c3nc4ccccc4[nH]3)CC2)c1,-1.3%,0.9,57,4%
O=C(NCCS(=O)(=O)N1CCN(c2ccc(F)cc2)CC1)C12CC3CC(CC(C3)C1)C2,-0.1%[50 µM],2.1,55,5%
COc1ccc(NC(=O)CN(C)C(=O)/C=C/c2cn(Cc3ccccc3)nc2-c2cccnc2)cc1,-0.3%[50 µM],-0.9,51,12%
CCC(CC)CN1CCN=C1Nc1ccccc1,4.2%,-1.6,95,10%
CCN(c1ccccc1)S(=O)(=O)c1cccc(C(=O)N(C)CCOc2ccccc2)c1,0.3%[50 µM],0.6,74,6%
C=CCNC(=O)c1onc(CSc2ccc(F)c(F)c2)c1C(=O)NCC=C,0.5%,1.6,88,1%
CCC(NC(=O)COC(=O)C1CC2CCCC(C1)C2=O)c1ccc(Br)cc1 (stereo not given),0.8%[50 µM],1.0,69,1%
CCCCn1c(N)c(N(CC(C)C)C(=O)c2cnc(C)cn2)c(=O)[nH]c1=O,0.6%[50 µM],-0.6,52,5%
CS(=O)(=O)c1ccc(C(=O)CN2C(=O)NC3(CCCc4ccccc43)C2=O)cc1 (stereo not given),2.4%,-1.4,47,3%

Later entries
Under each structure: K1F lysis inhibition, NTR1 agonist, NTR1 agonist cell count 20 µM, MgcRacGAP inhibition
Cc1cccc(C)c1NC(=O)CN(C)C(=O)c1cccc(S(=O)(=O)N2CCN(C)CC2)c1
  1.5%[50 µM], -1.0, 56, 4%
CN(Cc1nc(-c2ccc(Cl)cc2)no1)C(=O)c1ccc2c(c1)OCO2
  1.0%[50 µM], 2.1, 65, 1%
CCOC(=O)C1CCCN(C(=O)CSc2nnnn2C)C1 (stereo not given)
  0.3%[50 µM], -2.2, 57, 5%
CC1CCCN(C(=O)c2ccc3c(c2)OCCO3)C1 (stereo not given)
  0.1%, -2.1, 50, 1%
CC1CC(=O)Nc2ccccc2N1C(=O)CSc1ncnc2sccc12 (stereo not given)
  1.1%[50 µM], 1.5, 47, 5%
C/C(=C\c1cc2ccccc2o1)C1Nc2cccc3cccc(c23)N1
  -0.3%, 2.0, 72, 18%
O=C(O)c1cccc(S(=O)(=O)Nc2ccc(Cc3ccncc3)cc2)c1
  0.5%, 3.1, 63, -2%
CC1CC(=NNC(=O)C2COc3ccccc3O2)CC(C)(C)C1 (stereo not given)
  -0.3%, 1.9, 60, 4%
CCOC(=O)c1c(NC(=O)COC(=O)c2ncc(Cl)c(Cl)c2Cl)sc(C(=O)N(C)C)c1C
  -1.5%, 6.4, 72, 3%
COc1ccc(NC(=O)CSc2nnc(Cc3ccc(C)cc3)c(=O)n2N)cc1
  -0.4%[50 µM], 1.3, 51, -5%
CN(c1ccc(OC(=O)CC2OC(=O)c3ccccc32)cc1)S(=O)(=O)c1ccccc1 (stereo not given)
  -0.3%[50 µM], -0.1, 59, -2%
CCOC(=O)C1CCN(C(=O)CCNS(=O)(=O)c2ccc(C)cc2)CC1
  0.7%[50 µM], -2.8, 70, 3%
CN(CC(=O)Nc1ccc(F)c(F)c1F)C(=O)CCCc1nc2ccccc2c(=O)[nH]1
  -0.4%[50 µM], -1.6, 55, 1%
Cc1c(NC(=O)C(C)Sc2nccn2C)c(=O)n(-c2ccccc2)n1C (stereo not given)
  0.0%[50 µM], -1.7, 68, 2%
Cc1ccc(C2(c3ccccc3)NC(=O)N(CC(=O)N(C)C3CCS(=O)(=O)C3)C2=O)cc1C (stereo not given)
  0.1%, 11, 44, 5%
CN1CCN(S(=O)(=O)c2cccc(C(=O)N(C)CC(=O)Nc3ccc(F)c(F)c3F)c2)CC1
  1.1%[50 µM], -0.4, 57, 10%
CN(CC(=O)Nc1ccc(F)cc1)C(=O)C1Cc2ccccc2CN1S(C)(=O)=O (stereo not given)
  2.2%[50 µM], -1.0, 61, 4%
CN1CCC(N(C)C(=O)COc2ccccc2Cl)CC1
  0.8%[50 µM], -1.5, 59, 3%
Cc1cccc(C)c1NC(=O)CNC(=O)c1ccccc1OCc1ccccc1
  1.1%[50 µM], 0.5, 54, 3%
CCC(C)c1ccccc1N1CC(C(=O)NCCCn2nc(C)cc2C)CC1=O (stereo not given)
  0.1%[50 µM], -1.0, 47, 5%
Cc1sc2ncnc(SCC(=O)Nc3ccc(S(=O)(=O)N4CCOCC4)cc3)c2c1C
  0.5%, 2.6, 72, 0%

Single records, from the list above:
O=C(Cn1nc(-c2ccccc2)oc1=O)OCC(=O)c1ccc(F)c(F)c1 reads K1F lysis inhibition = 0.6%[50 µM]; NTR1 agonist = 1.7; NTR1 agonist cell count 20 µM = 55; MgcRacGAP inhibition = 2%
CN(CC(=O)Nc1ccc(F)cc1)C(=O)C1Cc2ccccc2CN1S(C)(=O)=O (stereo not given) reads K1F lysis inhibition = 2.2%[50 µM]; NTR1 agonist = -1.0; NTR1 agonist cell count 20 µM = 61; MgcRacGAP inhibition = 4%

Only part of the results is shown; rates above refer to the full screens.
